Compound activity as filed in PubChem BioAssay.
Autophagy HCS = autophagy modulation, high-content screen. MEF GFP-LC3 puncta imaging; test concentration mostly 10 µM. calls only at 10 µM (by protocol). hit rate 0.98% among 190,000. AID 463193;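 active = percentage of spot-positive cells more than 3 SD above its plate mean, without a fluorescence outlier flag or 80% toxicity; inconclusive = no clear call, values can overlap the other calls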;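 also: spot-positive cell cutoff set from DMSO-treated cells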
bCat nuc transl = alters nuclear translocation of beta-catenin in HeLa cells | nuclear translocation activity, % at 5 µM | immunofluorescence imaging | hit rate 0.3% among 190,000;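 active = nuclear translocation activity above 50% at 5 µM, with a well cell count of 50 or more; inconclusive = wells under 50 cells across six images, flagged as toxic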;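 also: per-cell ratio of nuclear to cytoplasmic median beta-catenin stain intensity; plate controls were DMSO negative control for no effect and GSK-3 inhibitor IX positive control for full effect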
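Assay system: human HeLa cells, native beta-catenin; doses: 5 µM primary, 0.02–20 µM confirmation; incubation: compound treatment 24 h, 37°C, 5% CO2; technique: fluorescence imaging of beta-catenin antibody stain plus DAPI; measure: % activation, nuclear-to-cytoplasmic median beta-catenin signal ratio per cell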
WT yeast gro inh = growth inhibition of WT yeast, mitochondrial fusion screen; mitochondrial fusion phenotypic screen, WT strain; hit rate 2.1% among 190,000; inhibition, % at 10 µM; in the data active = inhibition above about 58%; tested in S. cerevisiae
MT stabilizer = microtubule stabilization, imaging screen; % tubulin-high responders, % at 10 µM; hit rate 0.83% among 200,000; HeLa tubulin immunostaining HCS, 24 h; share of cells brighter than vehicle mean+2SD;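 active = plate Z-score above 3 for both tubulin-high and condensed-nucleus cell shares, with cell loss under 80%, at 10 µM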;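 also: anti alpha tubulin signal scored within the nucleus-defined area of each cell; some results filed as inactive read as strong as hits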
West Nile virus CPE = inhibition of WNV-induced cytopathic effect – cell-based, CPE readout (AID 1621) | CPE inhibition, % at 10 µM; hits with a dose series show IC50 in µM | hit rate 0.02% among 290,000 | West Nile virus-infected cells, CPE inhibition; higher % means a stronger effect; in the data active = a potency from the dose series; inconclusive = CPE inhibition mostly from about 3.7% at the one dose, without a potency; inactive = the rest, 99 in 100 with CPE inhibition below about 2.2%; also: strong numbers were not always called active
Ins promoter up = MIN6 insulin promoter up-regulation; MIN6 insulin promoter-GFP reporter, high-content imaging; active compounds read high; z-score at 5 µM; hit rate 0.3% among 190,000;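 active = z-score above 3 at 5 µM with at least 500 cells counted in the well; inconclusive = wells under 500 cells, flagged as cytotoxic or low count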
Lipid droplet = hepatic lipid droplet formation modulation; AML12 mouse hepatocytes, oleate lipid droplets, BODIPY imaging; inhibition, % at 6.5 µM; hit rate 0.4% among 240,000; AID 1656;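 active = lipid droplet intensity inhibited by at least 50%, with more than 500 cells counted; inconclusive = wells with under 300 cells, treated as cytotoxic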
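Technique: fluorescence imaging, 20x objective, two fields per well / Assay system: AML12 hepatocytes (mouse) / Measure: % inhibition of lipid droplet signal / Doses: 6.5 µM single-point dosing / Incubation: overnight exposure / Reagent: 100 µM oleic acid challenge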
Myeloid diff 2 = compounds promoting myeloid differentiation; AID 624256; hit rate 1% among 360,000; calls only at 10 µM; ER-HoxA9 myeloid progenitors, lysozyme-GFP differentiation, flow cytometry;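 active = normalized GFP-positive differentiation at or above the plate's own cutoff, the solvent-only control mean plus 3 SD; inconclusive = no clear call, values can overlap the other calls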;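 also: cells exposed to compound for four days before flow analysis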
T cell HTS = T cell immune modulation candidate. hit rate 0.068% among 330,000. AID 2052. calls only at 7 µM. 2C CD8+ T cell-vesicle binding, flow cytometry; active compounds read low;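 active = response, share of CD8 T cells binding vesicles, and their 90th percentile fluorescence all below set limits, cut at about 80% in these data, passing the limit was not always enough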
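Assay system – 2C mouse CD8+ T cells · Also added – QL9-loaded Drosophila micro-vesicles · Timing – Cell–vesicle co-incubation 1.5 h at 37 °C, staining 20 min on ice · Signal – flow cytometry of vesicle-bound cells · Measure – percent CD8+ FL2 mean versus row control · Controls – Peptide-free naked vesicles (low) and QL9 vesicles with 0.7% DMSO vehicle (high)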
WT yeast gro inh mutant strain = second read-out of WT yeast gro inh, no call of its own (marks repeat the call); inhibition, %; mitochondrial fusion phenotypic screen, mutant strain inhibition
Ins promoter up cell count = further read-out of Ins promoter up, marked with its call; cell count; measured here: cytotoxicity, nuclei count;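 total cells summed across four imaged fields per well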
Lipid droplet cells 6.5 µM = second read-out of Lipid droplet, no call of its own (marks repeat the call); cell count; measured here: cell count, cytotoxicity flag;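 cells counted across two imaged fields per well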
bCat nuc transl cell count 5 µM = further read-out of bCat nuc transl, marked with its call; cell count; measured here: cell count, cytotoxicity flag
T cell HTS vesicle-bound % = further read-out of T cell HTS, marked with its call; double positive events, %; measured here: CD8+ vesicle-bound cell fraction;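 binding gate set so that unloaded-vesicle control wells show 10% double positive cells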
MT stabilizer Hoechst-high % = further read-out of MT stabilizer, marked with its call; % Hoechst-high responders; measured here: nuclear condensation Hoechst responders;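 share of cells brighter than vehicle mean plus two SD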
MT stabilizer cytotoxicity % = second read-out of MT stabilizer, no call of its own (marks repeat the call); toxicity, %; measured here: cytotoxicity by cell density;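 0% = mean cell density of plate MIN control wells and 100% = no cells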
Autophagy HCS cell loss 18 h = further read-out of Autophagy HCS, marked with its call; toxicity, %; measured here: cell loss, nuclei count;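 cell loss after 18 h compound exposure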
Myeloid diff 2 GFP+ MAC1+ % = further read-out of Myeloid diff 2, marked with its call; GFP+ MAC1+ double positive, %; measured here: differentiation confirmed by MAC1 staining
* marks the source's active call; other numbers are inactive results; i = inactive; ? = inconclusive; nt = no result given; + = active, no number.

Screens in order – Autophagy HCS, Autophagy HCS cell loss 18 h, bCat nuc transl, bCat nuc transl cell count 5 µM, WT yeast gro inh, WT yeast gro inh mutant strain, MT stabilizer, MT stabilizer Hoechst-high %, MT stabilizer cytotoxicity %, West Nile virus CPE, Ins promoter up, Ins promoter up cell count, Lipid droplet, Lipid droplet cells 6.5 µM, Myeloid diff 2, Myeloid diff 2 GFP+ MAC1+ %, T cell HTS, T cell HTS vesicle-bound %
(1) O=C(CSc1nc2c(sc3ccccc32)c(=O)n1CCc1ccccc1)NCc1ccco1
  +, -0.9*, nt, nt, -8, -15, 1.2, 1.1, 5.2, ?, 0.54, 963, 15, 824, i, 0.8, i, 54
(2) COc1cc(C(=O)NCCOc2cccc3cccnc23)cc(OC)c1OC
  i, 1, 41, 615, 1, -4, 40*, 73*, 22*, 0.8%, nt, nt, -22, 749, i, 0.3, i, 39
(3) COc1ccc2[nH]c(C(=O)N3CCC(CO)(Cc4cccc(C(F)(F)F)c4)CC3)c(C)c2c1
  nt, nt, nt, nt, nt, nt, nt, nt, nt, -0.4%, nt, nt, 1, 773, i, 0.5, i, 59
(4) Cc1cccc(C)c1NC(=S)/C(=C(\[O-])c1cccs1)[n+]1ccccc1
  i, -1, 1.5, 871, 4, -7, 1.5, 1.6, 3.2, -0.7%, nt, nt, -8, 602, i, 0.4, i, 56
(5) O=C(Nc1ccccc1OC(F)F)c1ccccc1
  i, -2, -1.8, 1007, -2, 6, 4.1, 3.2, 4.1, -0.9%, -0.03, 1796, -5, 670, i, 9.3, i, 9
(6) Cc1cc(C)c(S(=O)(=O)NCCc2ccncc2)c(C)c1
  nt, nt, nt, nt, nt, nt, nt, nt, nt, -0.5%, nt, nt, 12, 848, i, 0.6, i, 20
(7) CN(C)S(=O)(=O)N(CC(=O)Nc1ccccc1F)c1ccccc1
  i, -3, -4.2, 544, 7, 4, 3.9, 3.8, 6.3, -0.2%, nt, nt, -4, 748, i, 0.1, i, 16
(8) C[C@@](Cc1ccc(O)c(O)c1)(NN)C(=O)O
  i, 25, nt, nt, 13, -3, 4.6, 1.8, 9.0, nt, nt, nt, -21, 720, i, 1.7, nt, nt
(9) O=C1c2cccc3c(N4CCCCC4)ccc(c23)C(=O)N1c1ccccc1O
  i, -23, 1.4, 981, -15, 37, 2.9, 1.4, 3.2, -0.5%, nt, nt, -2, 721, +, 4.9*, i, 24
(10) O=C(N/N=C/c1c[nH]c2ccccc12)c1[nH]c2ccc(Br)cc2c1-c1ccccc1
  i, 43, 8.0, 898, 96*, 35*, 7.9, 28, 40, 0.9%, -0.63, 976, 23, 449, ?, nt, nt, nt
(11) N#CC1=C(N)OC2=C(C(=O)CCC2)C1Cc1ccccc1 (stereo not drawn)
  i, 4, nt, nt, nt, nt, 2.7, 3.0, 27, 0.7%, nt, nt, nt, nt, i, 9.8, i, 30
(12) Cc1nn(C)c(C)c1S(=O)(=O)N1CCCC(C(=O)N2CCN(c3ccc(Cl)cc3)CC2)C1 (stereo not drawn)
  i, 3, nt, nt, 11, 17, 2.7, 1.2, 10, -0.7%, 0.79, 1164, -23, 748, i, 0.6, nt, nt
(13) Cc1ccccc1N1CCN(C(=S)c2ccc(-c3cccc([N+](=O)[O-])c3)o2)CC1
  i, 7, -0.7, 1133, 12, 14, 0.7, 2.6, 12, -0.5%, nt, nt, -12, 649, i, 0.2, i, 20
(14) CCOC(=O)C(NC(=O)c1ccc(OC)cc1)(Nc1cc(C)on1)C(F)(F)F (stereo not drawn)
  i, 8, -1.3, 914, -11, -13, 1.7, 1.2, 8.9, -0.3%, 1, 1187, nt, nt, i, 2.0, i, 31
(15) O=c1cc(N2CCCCCC2)[nH]c(=O)n1-c1ccc(Cl)cc1
  i, -1, -0.7, 1146, -6, 5, 3.6, 1.6, 9.3, -0.3%, -0.02, 1383, 2, 711, i, 1.0, i, 12
(16) CCOC(=O)/C(C#N)=C/Nc1ccccc1OC(F)(F)F
  nt, nt, 0.1, 1311, nt, nt, nt, nt, nt, 0.2%, -0.08, 1040, -6, 736, i, 0.3, i, 12
(17) CCCN(C(=O)c1cccs1)c1nnc(-c2ccncc2)s1
  i, 8, 1.2, 1483, 2, -9, 2.1, 2.3, 6.5, nt, 0.21, 1570, nt, nt, i, 0.5, i, 40
(18) CC1CN/C(=C\C(=O)c2ccc(Cl)cc2)C(=O)N1 (stereo not drawn)
  i, 10, -3.5, 1105, 1, -6, 1.5, 2.1, 3.6, -0.2%, 0.56, 983, 26, 775, i, 1.3, i, 49
(19) COc1ccc(N(CC(=O)NC2CCCCC2)C(=O)c2ccc(C)s2)cc1OC
  nt, nt, nt, nt, nt, nt, nt, nt, nt, -0.4%, nt, nt, -8, 789, ?, nt, i, 52
(20) CCC1Oc2ccccc2N(CC(=O)NCCCN2CCN(Cc3ccccc3)CC2)C1=O (stereo not drawn)
  i, 9, nt, nt, 17, 18, 6.2, 2.5, 8.6, -0.6%, -0.36, 1289, -3, 711, i, 2.9, i, 52
(21) O=C(NOC(=O)c1cc(Br)ccc1Cl)c1cccs1
  i, 10, 0.2, 1365, 21, 25, 3.4, 2.3, 2.8, -0.4%, -1.1, 1509, nt, nt, i, 1.4, i, 39
(22) Cc1ccc(-c2nn(-c3ccccc3)cc2/C=N/NC(=O)c2ccc(Br)o2)cc1
  i, 30, 3.2, 1275, 6, 1, 2.0, 0.7, 13, 1.7%, ?, nt, nt, nt, i, 1.1, i, 36
(23) CCOc1ccc(-c2[nH]ncc2Oc2ccccc2OC)c(O)c1
  i, -43, 5.7, 1103, 32, 2, 2.8, 3.5, 7.6, -0.5%, 0.33, 867, -5, 731, i, 1.2, i, 36
(24) Cc1cc(CNC(=O)COc2ccccc2F)c2ccccc2n1
  i, 15, -2.1, 1017, 9, 14, 1.6, 0.5, 5.4, -1.2%, 0.18, 1350, -5, 681, i, 0.1, i, 57
(25) CC(NC(=O)COc1cccnc1[N+](=O)[O-])c1ccc(Cl)cc1 (stereo not drawn)
  nt, nt, nt, nt, nt, nt, nt, nt, nt, -0.6%, nt, nt, 8, 805, i, 1.5, i, 14
(26) Cc1ccc(-c2nc3cc(Cl)ccc3o2)cc1
  i, -5, -0.8, 964, 8, 4, 0.8, 0.9, 8.3, 0.6%, 1.6, 922, 12, 834, i, 0.6, i, 56
(27) CC(C)c1ccccc1OCCCCCNCCO
  i, 20, -2.7, 854, 7, 13, 6.0, 3.4, 8.6, -0.5%, nt, nt, nt, nt, i, 2.2, i, 25
(28) O=C(NCc1csc(-c2cccs2)n1)C1CCC1
  nt, nt, -4.5, 1206, nt, nt, nt, nt, nt, 0.0%, 0.28, 1453, 7, 680, i, 0.8, i, 44
(29) CC(C)CNS(=O)(=O)c1ccc(CCC(=O)NCC2CCCO2)cc1 (stereo not drawn)
  i, 0, nt, nt, -11, 7, 2.2, 0.3, 25, 0.4%, -0.48, 1344, -1, 724, i, 2.8, i, 38
(30) COc1cc(CNC2CCCCCC2)cc(OC)c1O
  i, 3, -0.7, 741, 34, 15, 1.5, 1.7, 15, 0.3%, 0.52, 958, nt, nt, i, 7.6, i, 36
(31) CC1CCC(NC(=O)CNC(=O)Cc2cccc3ccccc23)CC1 (stereo not drawn)
  nt, nt, nt, nt, nt, nt, nt, nt, nt, -0.8%, nt, nt, -14, 733, i, 0.4, i, 28
(32) COc1cc(OC)cc(C(=O)Nc2ccccc2S(=O)(=O)N2CCCC2OC(C)=O)c1 (stereo not drawn)
  nt, nt, nt, nt, nt, nt, nt, nt, nt, -0.2%, nt, nt, -13, 830, i, 0.3, i, 59
(33) CC(=O)NNC(=O)C(O)(c1ccccc1)c1ccccc1
  i, -35, nt, nt, 15, 1, 3.8, 1.9, 3.5, 1.7%, nt, nt, nt, nt, i, 2.0, i, 39
(34) CCn1c(NCc2ccccc2Cl)nc2ccccc21
  i, -5, -2.2, 1125, 13, -4, 4.4, 2.0, 5.0, 0.0%, 0.35, 1108, -7, 776, i, 0.4, i, 19

In another format: two of the compounds above.
| # | SMILES | Autophagy HCS | Autophagy HCS cell loss 18 h | bCat nuc transl | bCat nuc transl cell count 5 µM | WT yeast gro inh | WT yeast gro inh mutant strain | MT stabilizer | MT stabilizer Hoechst-high % | MT stabilizer cytotoxicity % | West Nile virus CPE | Ins promoter up | Ins promoter up cell count | Lipid droplet | Lipid droplet cells 6.5 µM | Myeloid diff 2 | Myeloid diff 2 GFP+ MAC1+ % | T cell HTS | T cell HTS vesicle-bound % |
| --- | --- | --- | --- | --- | --- | --- | --- | --- | --- | --- | --- | --- | --- | --- | --- | --- | --- | --- | --- |
| 24 | Cc1cc(CNC(=O)COc2ccccc2F)c2ccccc2n1 | i | 15 | -2.1 | 1017 | 9 | 14 | 1.6 | 0.5 | 5.4 | -1.2% | 0.18 | 1350 | -5 | 681 | i | 0.1 | i | 57 |
| 25 | CC(NC(=O)COc1cccnc1[N+](=O)[O-])c1ccc(Cl)cc1 (stereo not drawn) | nt | nt | nt | nt | nt | nt | nt | nt | nt | -0.6% | nt | nt | 8 | 805 | i | 1.5 | i | 14 |
